# hK5 inh = blocks human kallikrein 5 protease activity. inhibition, % at 5 µM. 210,000 compounds, 0.59% hits. recombinant hK5, fluorogenic AMC substrate cleavage. AID 873;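 active = inhibition of 40% or more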;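 also: 0% = enzyme controls without compound and 100% = no-enzyme blanks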
# p97 inhibitor = inhibitors of human p97 ATPase; P55072; recombinant p97 ATPase, Kinase-Glo ATP luminescence, 3 h; inhibition, % at 8 µM; 220,000 compounds, 0.42% hits; AID 1481; in the data active = inhibition above about 15%;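 also: 0% = DMSO vehicle and 100% = wells lacking enzyme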
# Rad51 HR inh = blocks human Rad51 in homologous recombination. hRad51 DNA strand exchange, fluorescence dequenching. inhibition, % at 10 µM. 200,000 compounds, 0.085% hits;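 active = inhibition above 40% at the single screening dose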;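 also: 0% = DMSO control wells and 100% = blanks with heterologous ssDNA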
# Target sequence (Q06609 whole entry, looked up): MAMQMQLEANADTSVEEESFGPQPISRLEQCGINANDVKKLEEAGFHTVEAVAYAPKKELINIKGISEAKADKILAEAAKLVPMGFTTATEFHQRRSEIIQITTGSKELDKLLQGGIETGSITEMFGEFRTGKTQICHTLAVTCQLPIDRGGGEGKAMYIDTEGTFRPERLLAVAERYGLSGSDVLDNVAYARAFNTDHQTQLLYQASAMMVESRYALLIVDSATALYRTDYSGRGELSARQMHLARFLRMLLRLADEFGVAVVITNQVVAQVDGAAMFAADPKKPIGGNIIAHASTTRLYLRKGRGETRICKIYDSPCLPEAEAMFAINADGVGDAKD
#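 Material: hRad51 filaments on single-stranded DNA; Reagent: Donor/quencher-labelled 47-bp dsDNA substrate; Compound: 10 µM final, single point; Schedule: 37 °C 15-min filament assembly, 30-min compound preincubation, 15-min exchange; Technique: FRET fluorescence, excitation 485 nm, emission 520 nm; Benchmarks: control wells and blank wells on each plate.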
# 14-3-3 Bad PPI = disrupts binding of bovine 14-3-3 zeta to phospho-Bad peptide; P63103; inhibition, % at 21.7 µM; 220,000 compounds, 0.71% hits; TR-FRET 14-3-3zeta/Dy647-pBad peptide displacement, 1 h; AID 781;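 active = inhibition above about 70%, limit read from the data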;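 also: 0% = full 14-3-3 plus peptide FRET controls and 100% = background without 14-3-3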
# MDM2 E3 inh = blocks human Mdm2 ubiquitin ligase activity. cell-based MDM2 ubiquitination luciferase reporter, 2 h; 0 = plate control, 100 = twice control, blank-subtracted. signal enhancement, % at 5 µM. 210,000 compounds, 0.11% hits. AID 1230;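 active = signal enhancement of 30% or more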;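 also: luminescence tracks abundance of the self-degrading MDM2-luciferase fusion protein; higher signal means inhibition of MDM2 E3 ligase activity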
# Target sequence (Q00987 whole entry, looked up, the tested form may be a part): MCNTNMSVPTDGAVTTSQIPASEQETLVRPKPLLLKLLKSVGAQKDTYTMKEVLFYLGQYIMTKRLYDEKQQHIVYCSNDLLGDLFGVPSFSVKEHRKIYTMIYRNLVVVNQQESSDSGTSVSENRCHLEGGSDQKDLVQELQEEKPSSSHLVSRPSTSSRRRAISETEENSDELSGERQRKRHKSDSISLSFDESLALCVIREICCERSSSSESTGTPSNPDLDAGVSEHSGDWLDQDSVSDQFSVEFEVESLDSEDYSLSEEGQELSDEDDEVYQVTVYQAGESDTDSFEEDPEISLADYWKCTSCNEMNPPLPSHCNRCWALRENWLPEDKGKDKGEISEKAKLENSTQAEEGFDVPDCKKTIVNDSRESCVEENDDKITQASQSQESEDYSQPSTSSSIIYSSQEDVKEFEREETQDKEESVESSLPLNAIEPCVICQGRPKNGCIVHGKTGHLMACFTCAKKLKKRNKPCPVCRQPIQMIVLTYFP
#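 Material: stable MDM2–luciferase fusion reporter cells / Quantity: 2000 cells/well / Dosing: single 5 µM compound dose, 0.2% final DMSO / Buffer or medium: DMEM / Schedule: 4 h cell settling then 2 h compound exposure, 37 °C / Detection: luminescence with SteadyLite reagent, 15 min at room temperature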
# FXIa inh 1536 = factor XIa (human) inhibition | purified FXIa, Boc-Glu-Ala-Arg-AMC fluorogenic substrate | inhibition, % at 5 µM | 220,000 compounds, 0.14% hits | AID 798;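 active = inhibition of at least 40%; inactive = inhibition below 40%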;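 also: fluorescence of freed AMC excited at 355 nm; 0% = enzyme without compound and 100% = no enzyme blank; many of its hits are not listed in these tables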
# FXIIa inh 1536 = factor XIIa (human) inhibition; P00748; purified FXIIa, Boc-QGR-AMC fluorogenic substrate, 2 h; inhibition, % at 5 µM; 220,000 compounds, 0.3% hits; in the data active = inhibition above about 40%;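 also: 0% = enzyme with no compound and 100% = blank without enzyme; many of its hits are not listed in these tables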
# Wee1 stabilizer = human Wee1 degradation inhibition, primary screen. HeLa Luc-Wee1K328M stability, luciferase luminescence; 100% = proteasome inhibitor MG132 effect. reporter increase, % at 5 µM. 220,000 compounds, 1.2% hits. AID 1321. P30291;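 active = activation above the mean of all tested compounds plus 3 SD, set per screening run, cut at about 8.8% in these data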;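 also: cells exposed to compound for 20 h before luminescence read; 0% = DMSO alone and 100% = MG132 at 30 µM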
# eIF4E-4G inh = blocks eIF4E binding to eIF4G | P63073+Q04637 | TR-FRET eIF4E-eIF4GI(517-606) binding, 2 h | inhibition, % at 21.7 µM | 220,000 compounds, 0.37% hits;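 active = inhibition above about 30%, limit read from the data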;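 also: 0% = full FRET control wells and 100% = background wells lacking eIF4GI fragment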
# * = called active by the depositor; . = no result given; [ ] = dose if it differs, or a comment.
no. | Molecule | hK5 inh | p97 inhibitor | Rad51 HR inh | 14-3-3 Bad PPI | MDM2 E3 inh | FXIa inh 1536 | FXIIa inh 1536 | Wee1 stabilizer | eIF4E-4G inh
1 | CC1CCCC(C)N1C(=O)c1cc2ncc(CCCl)cn2n1 (configuration not stated) | -14 | 4 | 18 | 9 | -21 | 6 | 17 | 3 | 1
2 | CC1=C(C)CC(C(=O)NNC(=O)c2ccccc2)C(C(=O)O)C1 (configuration not stated) | 2 | 1 | 3 | 2 | -3 | -7 | -7 | -2 | 4[fluorescence artefact?]
3 | Cc1ccc(C)c(NC(=S)N/N=C/C(C)c2ccccc2)c1 (configuration not stated) | -2 | -3 | 11 | -23 | -9 | 4 | 12 | 0 | -1
4 | COc1cc(OC)nc(NC(C)=O)n1 | 2 | 10 | -7 | -3 | -9 | -5 | -1 | -2 | 4
5 | Cc1ccc(SCc2nc3ccccc3n2CC(=O)Nc2ccccc2)cc1 | -14 | -2 | 1 | -3 | -12 | -3 | 12 | -1 | -6
6 | Cc1cc(O)ccc1N/C=C1\CCCC1=O | -22 | 3 | -9 | -12 | -1 | 4 | 11 | 0 | 0
7 | O=C(c1ccc(-c2ccc([N+](=O)[O-])cc2)o1)N1CCCCC1 | 19 | -4 | 7 | 35[fluorescence artefact?] | -43 | 22 | 25 | -3 | -20
8 | CCOC(=O)C1CCCN(C(=O)/C=C/c2cc(OC)c(OC)c(OC)c2)C1 (configuration not stated) | -3 | 7 | 4 | -4 | -8 | -3 | 0 | -2 | 3
9 | Cc1ccc(C=Nc2ccccc2C(N)=O)s1 | 5 | -2 | 1 | -5 | -7 | -5 | -1 | 7 | 1
10 | Cc1cccc(N(C(=O)c2ccc(Cl)cc2)C2CS(=O)(=O)CC2OC(=O)c2ccc(Cl)cc2)c1 (configuration not stated) | -3 | -7 | -1 | -5 | -10 | -3 | -7 | -4 | 0
11 | O=C1CC(N2CCOCC2)C(=O)N1c1ccc(Cl)cc1 (configuration not stated) | -1 | 5 | 16 | 0 | -2 | -3 | 1 | 3 | -6
12 | COc1ccccc1C(=O)Nc1ccc(S(=O)(=O)Nc2cc(C)nc(C)n2)cc1 | -13 | 3 | -5 | 8 | -11 | -11 | -25 | 3 | 4
13 | CCN(CC)CCCN1C(=O)c2oc3ccccc3c(=O)c2C1c1cccc(OC)c1OC (configuration not stated) | -8 | 2 | 7 | 3[fluorescence artefact?] | -7 | 5 | 13 | 0 | -3[fluorescence artefact?]
14 | Cc1cccc2cc3c(N)c(C(=O)N4CCOCC4)sc3nc12 | -10 | -1 | -8 | -6[fluorescence artefact?] | -8 | 2 | 10 | 14* | 5[fluorescence artefact?]
15 | Cc1ccc2cccnc2c1NC(=S)NC(=O)c1ccccc1 | -16 | 3 | -1 | -16 | -20 | 3 | 14 | 0 | 8
16 | COc1cc(/C=N/Nc2ccc(C(F)(F)F)cn2)ccc1O | -2 | 2 | 3 | -9 | -11 | 1 | -2 | 1 | 0
17 | CCOC(=O)Cn1nc(C)c(NC(=O)COc2cccc(Cl)c2)c1C | -6 | -1 | -7 | 2 | -13 | -3 | -4 | -1 | 1
18 | O=C(NCCc1ccccc1)C(=O)NCC1CCNCC1 | -16 | 0 | 1 | 7 | -3 | -2 | 0 | -1 | 2
19 | Cc1ccc(C2NC(c3ccc(C)cc3)C(C)C(=O)C2C)cc1 (configuration not stated) | 2 | -11 | 8 | -10 | -2 | -1 | 1 | -2 | 1
20 | CCNc1nc(NC(C)C)nc(N(C#N)CCOc2ccccc2)n1 | -7 | -3 | 1 | -12[fluorescence artefact?] | -6 | 4 | 20 | 1 | -1
21 | COC(=O)c1[nH]c(C)c(/C(O)=C2\C(=O)C(=O)N(CCCN3CCOCC3)C2c2ccccn2)c1C (configuration not stated) | 5 | 2 | -1 | 21 | . | 5 | 15 | 2 | -3
22 | COc1ccc(CCNC(=O)CSc2nnnn2-c2ccccc2OC)cc1OC | 4 | 2 | -9 | -2 | -10 | 7 | 18 | 0 | -3
23 | CN(Cc1cccc(F)c1)CC(O)COCc1ccccc1Cl (configuration not stated) | -13 | 0 | 11 | 31 | -9 | -8 | -2 | -1 | 0
24 | CC(C)=CCc1c2c(c3occ(-c4ccc(O)cc4)c(=O)c3c1O)C=CC(C)(C)O2 | 2 | 2 | -10 | 24 | -4 | 0 | 13 | 1 | 3

# Three of these compounds, reformatted:
# Below each compound – hK5 inh | p97 inhibitor | Rad51 HR inh | 14-3-3 Bad PPI | MDM2 E3 inh | FXIa inh 1536 | FXIIa inh 1536 | Wee1 stabilizer | eIF4E-4G inh
13	CCN(CC)CCCN1C(=O)c2oc3ccccc3c(=O)c2C1c1cccc(OC)c1OC (configuration not stated)
  -8 | 2 | 7 | 3[fluorescence artefact?] | -7 | 5 | 13 | 0 | -3[fluorescence artefact?]
14	Cc1cccc2cc3c(N)c(C(=O)N4CCOCC4)sc3nc12
  -10 | -1 | -8 | -6[fluorescence artefact?] | -8 | 2 | 10 | 14* | 5[fluorescence artefact?]
15	Cc1ccc2cccnc2c1NC(=S)NC(=O)c1ccccc1
  -16 | 3 | -1 | -16 | -20 | 3 | 14 | 0 | 8

# (list continues)
no. | Molecule | hK5 inh | p97 inhibitor | Rad51 HR inh | 14-3-3 Bad PPI | MDM2 E3 inh | FXIa inh 1536 | FXIIa inh 1536 | Wee1 stabilizer | eIF4E-4G inh
25 | COc1ccc(N2CCC(CNC(=S)Nc3c(C)cccc3C)C2)cc1 (configuration not stated) | -1 | 1 | 14 | 6 | . | 0 | 12 | 1 | 15
26 | COc1cccc(NC(=O)N(CCCN2CCOCC2)C(C)c2cc3cccc(OC)c3o2)c1 (configuration not stated) | 4 | 1 | -3 | 7 | 13 | 10 | 24 | 1 | 4
27 | Cc1noc(C)c1COc1ccc(C(=O)OCc2nnc(-c3ccc(Cl)cc3)o2)cc1 | -17 | -7 | -2 | -8 | -6 | -5 | 2 | -1 | -10
28 | O=C(CSc1n[nH]c(=O)n1-c1cccnc1)N1CCOCC1 | -3 | 11 | -20 | -2 | 7 | 2 | 3 | 2 | 1
29 | O=C(CN1CCC(C(=O)c2cccc(Cl)c2)CC1)Nc1cccc(C(=O)O)c1 | 1 | 9 | 0 | -11 | 8 | -2 | 6 | -2 | 4
30 | Cc1cccc(CN2CCN(Cc3cnn(-c4ccccc4F)c3)CC2CCO)n1 (configuration not stated) | . | 1 | 21 | -17 | -8 | 3 | 9 | 0 | 0
31 | CN(Cc1ccccc1)C(=O)C1CCN(S(=O)(=O)c2cc([N+](=O)[O-])ccc2Cl)CC1 | 17 | -5 | 2 | 12 | -7 | -8 | 3 | -2 | 2
32 | COc1cccc(C(=O)NNC(=O)c2ccccc2Br)c1 | 0 | -5 | -2 | -10[fluorescence artefact?] | -9 | -13 | -1 | 1 | -5[fluorescence artefact?]
33 | Cc1ccc(CC(=O)N2CCN(c3ccccn3)CC2)cc1 | -10 | -4 | 0 | 7 | -3 | 2 | 6 | -1 | 4
34 | CN(c1ccc(C(=O)NCCSC(C)(C)C)cc1)S(C)(=O)=O | -4 | -2 | 2 | 0 | -20 | -2 | 4 | -3 | -1
35 | CCCCC(=O)N/N=C(\C)CC(=O)Nc1cc(Cl)ccc1OC | -25 | 6 | . | 8 | -16 | 0 | 9 | -1 | -3
36 | C/C(=N\NC(=S)Nc1cccc(C)c1)c1ccccc1 | -190 | -3 | -6 | -10 | -11 | -4 | 5 | 0 | -4
37 | O=C(Cc1ccc(-n2cccc2)cc1)N1CCc2ccccc21 | -1 | 0 | -1 | -2 | -7 | -3 | 4 | -2 | 1
38 | COc1ccc(C(=O)C(/C=N/O)=N/Nc2ccc(F)cc2)cc1 | -2 | 1 | 18 | -2 | -9 | -8 | -1 | 0 | 1
39 | CCOc1ccc(CC(=O)Nc2ccc(-c3ccc4nnc(C)n4n3)cc2)cc1 | -19 | 0 | 12 | 3 | -9 | -9 | -3 | -1 | -2
40 | CCOC(=O)c1cccc(NC(=O)CS(=O)(=O)Cc2nc(-c3cccc(OC)c3)oc2C)c1 | 5 | 4 | -7 | -2 | -1 | -1 | 0 | 1 | -3
41 | CCC(C)NC(=O)CSc1nnc(-c2ccncc2)n1-c1ccc(OC)cc1 (configuration not stated) | -7 | 2 | -2 | 12 | 4 | 2 | 21 | 0 | -2
42 | O=C(Cc1ccccc1)NCC(=O)N1CCCCCC1 | 3 | 3 | -2 | -1[fluorescence artefact?] | -13 | 2 | 6 | -1 | 0[fluorescence artefact?]
43 | CC(=O)N1CCN(CCN=CC2=C(O)CC(c3ccco3)CC2=O)CC1 (configuration not stated) | 4 | -2 | -7 | 0 | 16 | 13 | 9 | 0 | 2
44 | COc1cccc(CC(NC(C)=O)C(=O)NC2CCN(S(=O)(=O)c3ccc(NC(C)=O)cc3)CC2)c1 (configuration not stated) | 3 | 2 | 0 | -7 | -7 | 0 | 6 | 1 | -3
45 | O=C1/C(=C/c2ccc(O)cc2)CCc2ccc([N+](=O)[O-])cc21 | -7 | 3 | -11 | -2 | 13 | 22 | 12 | -1 | 4[fluorescence artefact?]
46 | COc1cc([N+](=O)[O-])ccc1NC(=O)Cn1ccsc1=N | -6 | 2 | . | 5 | 0 | 1 | 10 | 1 | 10

# Quoted at random: 5 compounds from above
no. | Molecule | hK5 inh | p97 inhibitor | Rad51 HR inh | 14-3-3 Bad PPI | MDM2 E3 inh | FXIa inh 1536 | FXIIa inh 1536 | Wee1 stabilizer | eIF4E-4G inh
18 | O=C(NCCc1ccccc1)C(=O)NCC1CCNCC1 | -16 | 0 | 1 | 7 | -3 | -2 | 0 | -1 | 2
21 | COC(=O)c1[nH]c(C)c(/C(O)=C2\C(=O)C(=O)N(CCCN3CCOCC3)C2c2ccccn2)c1C (configuration not stated) | 5 | 2 | -1 | 21 | . | 5 | 15 | 2 | -3
34 | CN(c1ccc(C(=O)NCCSC(C)(C)C)cc1)S(C)(=O)=O | -4 | -2 | 2 | 0 | -20 | -2 | 4 | -3 | -1
35 | CCCCC(=O)N/N=C(\C)CC(=O)Nc1cc(Cl)ccc1OC | -25 | 6 | . | 8 | -16 | 0 | 9 | -1 | -3
27 | Cc1noc(C)c1COc1ccc(C(=O)OCc2nnc(-c3ccc(Cl)cc3)o2)cc1 | -17 | -7 | -2 | -8 | -6 | -5 | 2 | -1 | -10

# Bioassay records from PubChem.

# An unsorted share of the library. About 3.5% of those tested had a hit in this group.
